Rtt109 Vps75: blocks Candida albicans Rtt109/Vps75 acetyltransferase activity; Q5AAJ8; purified Rtt109/Vps75, ThioGlo CoA-SH fluorescence, 4 h; inhibition, % at 34.9 µM; 330,000 compounds, 0.16% hits; AID 540336;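 active = inhibition of at least 50% in every replicate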
V-ATPase pH: alters yeast V-ATPase proton transport | response, % at 10 µM | AID 504577 | 350,000 compounds, 0.37% hits | S. cerevisiae, pHLuorin cytosolic pH fluorescence; in the data active = response mostly above about 7.3%, no sharp cut-off; inactive = mostly below about 5.4%; note: actives read high; inactives centre near 0; some compounds called inactive have numbers as strong as hits
CAL PDZ FP-1: blocks peptide binding to the human CAL PDZ domain. purified CAL PDZ, TMR-peptide fluorescence polarization, 1 h. 300,000 compounds, 0.92% hits. AID 602252. inhibition, % at 24.9 µM. Q9HD26;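 active = mean inhibition of at least 30% with at least half of replicates also reaching 30%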;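 note: 0% = DMSO neutral control and 100% = excess unlabeled competitor peptide PRC23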
MITF TRPM1 HTS: MITF TRPM1 promoter activation in melanoma cells; SK-MEL-5 TRPM1-promoter luciferase, 24 h; % of positive control, neutral wells = 0; activation, % at 12.5 µM; 300,000 compounds, 0.75% hits; AID 588334;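 active = mean activation of at least 80% with every replicate also reaching 80%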;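 note: 0% = neutral control wells and 100% = parthenolide positive control wells; values of inactives mirror those of a sister screen read the other way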
dFosB activator: activators of mouse delta FosB homodimer; P13346; purified delta FosB, TAMRA-CDK5 oligo fluorescence polarization; percent of positive-control signal above neutral wells; activation, % at 25 µM; 340,000 compounds, 0.99% hits; AID 493131;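 active = mean activation above about 17%, with every replicate also reaching it, limit read from the data, passing the limit was not always enough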;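 note: fluorescence polarization rise as delta FosB binds a TAMRA Cdk5 AP-1 oligo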
Target sequence (P13346 whole entry, looked up): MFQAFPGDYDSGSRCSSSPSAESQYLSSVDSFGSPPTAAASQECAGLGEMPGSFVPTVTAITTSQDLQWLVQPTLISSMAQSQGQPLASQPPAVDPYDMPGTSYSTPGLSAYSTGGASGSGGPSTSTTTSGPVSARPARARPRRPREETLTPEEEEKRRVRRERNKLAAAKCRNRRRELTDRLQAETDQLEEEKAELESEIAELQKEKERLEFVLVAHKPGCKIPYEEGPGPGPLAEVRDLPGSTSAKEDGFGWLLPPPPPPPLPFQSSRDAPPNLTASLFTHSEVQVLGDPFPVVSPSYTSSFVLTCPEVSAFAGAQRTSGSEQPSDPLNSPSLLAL
RTF Ca sens act: increases calcium sensitivity of human cardiac regulated thin filaments; P19429+P45379; activation, % at 7.2 µM; IANBD-labeled TnC RTF fluorescence at EC20 calcium; 0% EC20 calcium, 100% full calcium; 340,000 compounds, 0.24% hits;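 active = activation above the mean over all tested compounds plus 3 SD, cut at about 30% in these data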;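 note: rise in fluorescence read as greater calcium sensitivity of cardiac thin filaments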
CDK5 p35 inh: CDK5/p35 (human) kinase inhibition; Recombinant CDK5/p35, ADP-Glo luminescence, 60 min; 330,000 compounds, 0.01% hits; inhibition, % at 10 µM;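 active = highest replicate inhibition of at least 50% and at least 75% of replicates reaching 50%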;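 note: plate controls were DMSO neutral control for no effect and GW8510 at 10 µM for full effect; many of its hits are not listed in these tables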
Target sequence (Q00535 whole entry, looked up): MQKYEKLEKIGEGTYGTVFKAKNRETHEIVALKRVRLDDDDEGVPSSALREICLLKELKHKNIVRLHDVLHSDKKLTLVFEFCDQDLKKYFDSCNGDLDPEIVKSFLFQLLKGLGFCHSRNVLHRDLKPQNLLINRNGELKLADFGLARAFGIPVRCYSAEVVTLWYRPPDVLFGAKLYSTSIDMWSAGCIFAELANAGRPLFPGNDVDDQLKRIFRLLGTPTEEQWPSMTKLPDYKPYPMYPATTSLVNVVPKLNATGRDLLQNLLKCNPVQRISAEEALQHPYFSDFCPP
Target sequence (Q15078 whole entry, looked up): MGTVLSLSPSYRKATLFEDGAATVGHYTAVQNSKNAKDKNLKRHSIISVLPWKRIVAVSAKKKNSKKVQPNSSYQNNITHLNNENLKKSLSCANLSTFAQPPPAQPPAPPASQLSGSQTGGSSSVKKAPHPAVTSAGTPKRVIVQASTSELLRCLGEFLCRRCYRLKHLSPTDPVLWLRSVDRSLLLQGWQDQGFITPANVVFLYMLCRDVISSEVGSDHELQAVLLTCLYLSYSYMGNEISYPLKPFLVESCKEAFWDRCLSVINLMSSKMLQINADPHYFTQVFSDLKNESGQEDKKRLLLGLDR
Wnt bcat act: activators of Wnt/beta-catenin signaling | Wnt/beta-catenin reporter cell assay, activator, plate reader | activation, % at 9.35 µM | 300,000 compounds, 1.2% hits | AID 743398; in the data active = activation above about 30%, passing the limit was not always enough;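 note: 0% = neutral control wells and 100% = positive control wells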
Tat transport: inhibitors of E. coli Tat protein transport. inhibition, % at 10 µM. 340,000 compounds, 0.036% hits. AID 488895. E. coli MC4100 TorA-mCherry Tat export, fluorescence;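 active = mean replicate inhibition at least 50% and at least half of replicates individually reaching 50%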;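 note: exported cargo escapes ClpAP degradation while cytoplasmic cargo is degraded and loses fluorescence; 0% = median of neutral control wells and 100% = median of NaSCN control wells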
CAL PDZ FP-2: human CAL PDZ-peptide interaction inhibition; inhibition, % at 20 µM; AID 504414; 330,000 compounds, 0.02% hits; Q9HD26; purified CAL PDZ, TMR-peptide fluorescence polarization, 1 h;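 active = highest replicate inhibition of at least 40%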;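 note: plate controls were DMSO neutral control wells for no effect and unlabeled competitor peptide control wells for full effect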
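material = purified tagged CAL PDZ domain construct (CerCALP) | buffer or medium = sodium phosphate/NaCl buffer pH 7.4 with TCEP, IgG, Thesit | reagent = TMR-labelled reporter peptide T*-PRC34 bound in PDZ groove | incubation = 1 h room-temperature incubation prior to read | measured by = fluorescence polarization (mP) | evaluation = percent inhibition from loss of millipolarization | control set = unlabelled peptide and DMSO controls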
* marks the source's active call; other numbers are inactive results; . = no result given.

no.	Molecule	Rtt109 Vps75	V-ATPase pH	CAL PDZ FP-1	MITF TRPM1 HTS	dFosB activator
1	O=C(COc1ccccc1Cl)NCC(c1cccs1)N1CCOCC1 (stereo unspecified)	-6	2	-3	-5	0
2	CCOC(=O)CC1Sc2ccccc2NC1=S (stereo unspecified)	2	3	-8	.	0
3	COc1ccc(/C(C)=N/OC/C(O)=C(\C#N)c2nc3ccccc3[nH]2)cc1OC	6	0	-6	-10	15
4	NC(=O)c1ccc(C(=O)N/N=C(/Cc2ccccc2)c2ccccc2)cc1	-3	-4	-3	10	-2
5	C=CCNC(=S)N1CCN(S(=O)(=O)c2ccc(C)cc2)CC1	13	0	12	8	-4
6	COc1cccc(/C=N/NC(=O)c2[nH]c(C)c(C(=O)N/N=C/c3cccc(OC)c3)c2C)c1	7	-1	-5	17	-10
7	COc1ccc(C(=O)NC(C(=O)NCc2ccccc2OC)C(C)C)cc1 (stereo unspecified)	-2	-1	-2	3	-6
8	C=CCN1C(c2ccc(Br)cc2)=CS/C1=C(\C#N)c1nnc(N2CCOCC2)n1-c1ccccc1	-10	1	-1	-13	-17

no.	RTF Ca sens act	CDK5 p35 inh	Wnt bcat act	Tat transport	CAL PDZ FP-2
1	-9	-0.1	1	-1	-2.0
2	.	1.0	1	-8	0.3
3	3	-1.4	-15	2	-0.2
4	1	-2.4	5	2	-1.8
5	-1	4.5	1	-9	-0.1
6	3	1.4	-6	-2	-8.0
7	9	-0.5	-1	0	-2.6
8	3	0.9	-3	3	-3.8

Other entries:
no.	Molecule	Rtt109 Vps75	V-ATPase pH	CAL PDZ FP-1	MITF TRPM1 HTS	dFosB activator
9	O=C(NCc1ccco1)C1CCCN(c2ncnc3c2nc2n3CCCCC2)C1 (stereo unspecified)	2	1	1	-4	4
10	CC1CCN(C(C)C(=O)Nc2ccccc2-c2ccccc2)CC1 (stereo unspecified)	-1	-2	1	-4	1
11	COc1cc(CNC(C)C23CC4CC(CC(C4)C2)C3)ccc1OCC(=O)NC(C)(C)C (stereo unspecified)	0	0	-6	-7	-8
12	CCC1(C)Cc2c(sc3nc(NC)n(C)c(=O)c23)CO1 (stereo unspecified)	-2	3	-4	29	-4
13	O=C(C1CC(=O)N(c2ccc(F)cc2)C1)N1CCN(c2ccccc2)CC1 (stereo unspecified)	4	2	-4	-5	-1
14	O=C(CCCc1nc(-c2ccccc2Cl)no1)N1CCOCC1	1	-2	1	10	0
15	Cc1ccc(CNC(=O)CN2C(=O)COc3ccc(S(=O)(=O)N4CCCCC4)cc32)o1	4	0	4	-7	-2
16	CC(C)COC(=O)Nc1nnc(Cc2ccccc2)s1	5	-1	-3	64	-8

no.	RTF Ca sens act	CDK5 p35 inh	Wnt bcat act	Tat transport	CAL PDZ FP-2
9	3	0.4	0	4	-0.7
10	-3	-1.7	-5	5	-0.8
11	2	0.6	-4	-5	0.9
12	0	-0.9	.	8	-2.1
13	5	1.3	0	3	-1.5
14	-4	-8.2	4	7	-1.4
15	2	1.3	0	1	-0.5
16	5	-3.1	21	-2	-1.0

Carrying on:
no.	Molecule	Rtt109 Vps75	V-ATPase pH	CAL PDZ FP-1	MITF TRPM1 HTS	dFosB activator
17	O=C(CC1CCCCC1)NCCOc1ccccc1	-8	4	.	26	-2
18	Nc1cc(CN2C(=O)c3ccccc3C2=O)cc(Cl)c1O	.	1	-2	-9	1
19	CCCCc1nnc(NC(=O)c2ccccc2OCc2c(C)noc2C)s1	7	2	-4	21	-14
20	CCOC(=O)c1sc(N2N=C(C)C(N=Nc3cccc(C)c3)C2=O)nc1C (stereo unspecified)	-3	-4	1	-8	-7
21	Cc1ccc(S(=O)(=O)NCCC(=O)NC2CCCCC2C)cc1 (stereo unspecified)	2	0	3	.	-11
22	CCCCn1c(N)c(N(CC(C)C)C(=O)c2cc(S(=O)(=O)N3CCCCC3)ccc2C)c(=O)[nH]c1=O	5	4	-4	3	-7
23	O=C(O)CN1C(=O)/C(=C\C(Br)=C\c2ccccc2)SC1=S	16	-3	-9	16	-6
24	CCCC(=O)Nc1ccc(NC(=O)c2cccs2)cn1	-1	8	-6	37	-8

no.	RTF Ca sens act	CDK5 p35 inh	Wnt bcat act	Tat transport	CAL PDZ FP-2
17	1	0.2	.	3	-0.5
18	6	0.2	.	2	-1.4
19	13	-1.7	-2	3	-2.7
20	-1	0.1	3	-2	-1.9
21	-3	0.3	-1	2	0.5
22	-2	-0.6	-1	0	-3.5
23	-3	-2.3	7	-4	-0.2
24	-7	-1.6	26	-8	-1.6

An excerpt of these results, as labelled records.
4) NC(=O)c1ccc(C(=O)N/N=C(/Cc2ccccc2)c2ccccc2)cc1
  Rtt109 Vps75: -3
  V-ATPase pH: -4
  CAL PDZ FP-1: -3
  MITF TRPM1 HTS: 10
  dFosB activator: -2
  RTF Ca sens act: 1
  CDK5 p35 inh: -2.4
  Wnt bcat act: 5
  Tat transport: 2
  CAL PDZ FP-2: -1.8

17) O=C(CC1CCCCC1)NCCOc1ccccc1
  Rtt109 Vps75: -8
  V-ATPase pH: 4
  CAL PDZ FP-1: .
  MITF TRPM1 HTS: 26
  dFosB activator: -2
  RTF Ca sens act: 1
  CDK5 p35 inh: 0.2
  Wnt bcat act: .
  Tat transport: 3
  CAL PDZ FP-2: -0.5

19) CCCCc1nnc(NC(=O)c2ccccc2OCc2c(C)noc2C)s1
  Rtt109 Vps75: 7
  V-ATPase pH: 2
  CAL PDZ FP-1: -4
  MITF TRPM1 HTS: 21
  dFosB activator: -14
  RTF Ca sens act: 13
  CDK5 p35 inh: -1.7
  Wnt bcat act: -2
  Tat transport: 3
  CAL PDZ FP-2: -2.7

12) CCC1(C)Cc2c(sc3nc(NC)n(C)c(=O)c23)CO1 (stereo unspecified)
  Rtt109 Vps75: -2
  V-ATPase pH: 3
  CAL PDZ FP-1: -4
  MITF TRPM1 HTS: 29
  dFosB activator: -4
  RTF Ca sens act: 0
  CDK5 p35 inh: -0.9
  Wnt bcat act: .
  Tat transport: 8
  CAL PDZ FP-2: -2.1

Remaining list, next part:
no.	Molecule	Rtt109 Vps75	V-ATPase pH	CAL PDZ FP-1	MITF TRPM1 HTS	dFosB activator
25	O=C(CNCc1ccccn1)Nc1cc(S(=O)(=O)N2CCCCC2)ccc1Cl	-4	-6	0	8	2
26	C=CCNC(=O)/C(C#N)=C/c1ccc(C)o1	-3	2	.	16	-1
27	Cc1ccc(N(c2ncnc(N)c2[N+](=O)[O-])C2CCCCC2)cc1	3	-2	-2	12	-9
28	CN1C(=O)N(C)C2C1N(C)S(=O)(=O)N2C (stereo unspecified)	-4	-1	-3	22	6
29	Cn1nc2c3ccccc3n(Cc3ccccc3)c2nc1=S	-3	5	6	15	9
30	C(=N\N1CCN(c2ccccc2)CC1)/c1ccccc1	6	2	-4	91*	-9
31	COc1ccccc1NC(=O)CCC(=O)O	-2	-3	0	.	-3
32	Cc1cccc(C)c1NC(=O)C1CCCN1S(=O)(=O)c1ccccc1 (stereo unspecified)	-16	5	-4	7	3

no.	RTF Ca sens act	CDK5 p35 inh	Wnt bcat act	Tat transport	CAL PDZ FP-2
25	5	-3.5	23	-8	0.1
26	-1	0.8	0	0	-1.4
27	-1	-0.4	-9	2	0.5
28	3	0.4	.	6	0.2
29	-1	1.3	-3	-13	-0.1
30	4	-0.1	-2	-2	0.6
31	4	-0.3	.	-9	-1.1
32	-3	-0.5	-1	1	-0.1

Next compounds.
no.	Molecule	Rtt109 Vps75	V-ATPase pH	CAL PDZ FP-1	MITF TRPM1 HTS	dFosB activator
33	COc1ccc(CC(=O)NCc2n[nH]c(=S)n2C)cc1	-11	2	0	-7	-7
34	Cc1ccc(Nc2cc(-n3cccn3)ncn2)c(C)c1	6	2	0	75	-5
35	COc1cccc(OC(C)c2ccnc3nc(/N=C/N(C)C)nn23)c1 (stereo unspecified)	22	4	.	0	-16
36	Cc1cc(C(=O)NC2CC(C)(C)Cc3c2cnn3-c2ccccc2)n(C)n1 (stereo unspecified)	5	1	3	3	-9
37	CC(=O)Nc1ccc(S(=O)(=O)N2CCC3(CC2)CC(=O)c2ccccc2O3)cc1	9	-2	-7	6	-2
38	CC(C)C[C@@H](CN)NC(=O)c1nc[nH]c1C(=O)N[C@@H](Cc1ccccc1)C(=O)CNC[C@H](C)NC(=O)c1nc[nH]c1C(=O)N[C@@H](C)C(=O)O	-1	0	-4	-10	-8
39	CC(C)OP(=O)(c1ccc(N(C)C)cc1)C(O)c1c(Cl)cccc1Cl (stereo unspecified)	-2	2	-5	.	3
40	O=C(NCc1ccccc1)NC1(C(=O)N2CCN3CCCC3C2)CCCCC1 (stereo unspecified)	1	.	0	4	4

no.	RTF Ca sens act	CDK5 p35 inh	Wnt bcat act	Tat transport	CAL PDZ FP-2
33	0	1.1	1	2	.
34	1	-1.9	23	3	-2.3
35	-3	-0.1	.	-3	-2.5
36	-2	1.0	0	5	-2.2
37	-5	-1.9	-1	-9	-3.4
38	4	-0.1	-2	-2	1.4
39	3	-0.7	-2	5	-1.9
40	-5	0.9	.	-6	1.1

Other records:
no.	Molecule	Rtt109 Vps75	V-ATPase pH	CAL PDZ FP-1	MITF TRPM1 HTS	dFosB activator
41	O=S1(=O)CC(NCc2ccccc2)C(Nc2ccccc2)C1 (stereo unspecified)	-6	-1	-3	0	-7
42	CC(C)(C)c1ccc(C(=O)N2CCN(S(=O)(=O)c3ccc(Br)s3)CC2)cc1	-14	-1	-1	-3	-1
43	N#Cc1cc(-c2ccc(Cl)cc2)cn(Cc2c(Cl)cccc2Cl)c1=O	-8	-2	.	25	-4
44	Cc1cccc(NC(=O)CSc2nc(NS(=O)(=O)c3ccccc3)cc(=O)[nH]2)c1	10	0	.	2	-8
45	O=C(CSc1nnc(COc2ccc(Cl)cc2)o1)Nc1ccc(N2CCOCC2)cc1	.	6	-1	-2	6
46	COc1cc(C(=O)Nc2ccncc2)cc(OC)c1OC	-4	1	-2	0	-5
47	Cc1cc(=O)n2[nH]c(-c3cccc(Cl)c3)cc2n1	8	-1	-1	56	-24
48	Fc1ccc(C2c3[nH]c4ccccc4c3CCN2CCCn2cccn2)cc1 (stereo unspecified)	-30	2	1	-4	-1

no.	RTF Ca sens act	CDK5 p35 inh	Wnt bcat act	Tat transport	CAL PDZ FP-2
41	9	-2.0	0	-1	-1.6
42	-2	-0.5	-5	-1	0.7
43	-2	1.8	.	-2	-2.9
44	1	-0.4	-2	0	0.7
45	-13	0.7	-1	-5	-0.1
46	-1	1.1	-3	3	-1.9
47	8	1.3	21	-10	.
48	1	-0.1	-2	1	0.4

Rows are unselected; overall some 4.1% were active at least once.
